Screening results deposited in PubChem by Broad Institute.
ARNT-TACC3 inh: disruptors of ARNT/TACC3 protein interaction, primary screen, biochemical, AlphaScreen, single concentration; AlphaScreen His-ARNT PAS-B/GST-TACC3 binding, luminescence; TACC3 fragment carries E629A point mutation; inhibition, % at 9.99 µM; 0.66% of 390,000 active;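 active means mean inhibition of replicates at least 50% and at least half of replicates each reaching 50%; inconclusive means half or more replicates reach 50% but mean below 50%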;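 further: 0% = complete ARNT plus TACC3 wells and 100% = ARNT alone without TACC3; many hits fall short of the cut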
LGR2 inh: inhibitors of bursicon-induced LGR2 CRE-luciferase signal, primary screen, cell-based, HEK293, CRE-luciferase reporter, bursicon stimulation; Drosophila bursicon receptor LGR2 (rickets); bursicon-stimulated, 4 h; inhibition, % at 9.99 µM; 0.35% of 380,000 active; AID 720647, 2013;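 active means drop in luminescence signal, shown as inhibition above about 50% in the replicate tests, limit read from the data, passing the limit was not always enough; inconclusive means probably only some replicates passing the limit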;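 further: agonist challenge used bursicon conditioned medium at about half maximal strength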
CASP6 VEID inh: human caspase-6 inhibitors, primary screen, biochemical, VEID-R110 fluorescence, single point, set 2. AID 686996, 2013. purified caspase-6, Z-VEID-R110 cleavage fluorescence. 0.53% of 350,000 active. inhibition, % at 12.5 µM;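 active means mean inhibition across replicates at least about 35%, with every replicate also reaching that limit, limit read from the data; inconclusive means only one of the two criteria met; inactive means neither criterion met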;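 further: 0% = median of neutral control wells and 100% = no fluorescence left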
Target sequence (P55212 24-179 limits assumed): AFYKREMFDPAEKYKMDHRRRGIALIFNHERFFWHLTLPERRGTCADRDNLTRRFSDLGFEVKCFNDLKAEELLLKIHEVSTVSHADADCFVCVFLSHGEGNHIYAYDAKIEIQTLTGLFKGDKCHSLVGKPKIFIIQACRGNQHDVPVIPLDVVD
Target sequence (P55212 194-293 limits assumed): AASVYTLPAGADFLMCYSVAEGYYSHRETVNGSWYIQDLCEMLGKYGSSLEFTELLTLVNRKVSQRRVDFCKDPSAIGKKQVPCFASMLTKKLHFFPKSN
DENV2 CPE rescue: inhibitors of DENV2 cytopathic effect, primary screen, cell-based, plate reader, single concentration; DENV2-infected cells, cytopathic effect rescue; CPE inhibition, % at 9.99 µM; 1.7% of 350,000 active; AID 651640, 2012; in the data active means CPE inhibition above about 20%, passing the limit was not always enough; inconclusive means no clear call, values can overlap the other calls; tested in BHK-21 cells;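 further: 0% = median of neutral control wells and 100% = median of positive control wells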
EWS-Fli block: EWS/Fli-driven NR0B1 reporter inhibitors, primary screen, A673 cells, NR0B1 luciferase, luminescence, MLPCN library; inhibition, % at 12.6 µM; viability-normalised; AID 651661, 2012; 0.67% of 350,000 active;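 active means mean inhibition of at least 50% after viability correction, with every replicate also passing that limit; inconclusive means mean reaches 50% but only one of two replicates passes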;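 further: firefly luciferase signal divided by Alamar Blue viability fluorescence both relative to DMSO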
SIRT5 block: SIRT5 desuccinylase inhibitors, primary screen, biochemical, fluorescence imaging, single point, set 5 | Purified SirT5, succinyl-peptide AMC, trypsin-coupled fluorescence | inhibition, % at 15 µM | 1.1% of 330,000 active; in the data active means inhibition above about 15%; inconclusive means no clear call, values can overlap the other calls
Target sequence (Q9NXA8 whole entry, looked up): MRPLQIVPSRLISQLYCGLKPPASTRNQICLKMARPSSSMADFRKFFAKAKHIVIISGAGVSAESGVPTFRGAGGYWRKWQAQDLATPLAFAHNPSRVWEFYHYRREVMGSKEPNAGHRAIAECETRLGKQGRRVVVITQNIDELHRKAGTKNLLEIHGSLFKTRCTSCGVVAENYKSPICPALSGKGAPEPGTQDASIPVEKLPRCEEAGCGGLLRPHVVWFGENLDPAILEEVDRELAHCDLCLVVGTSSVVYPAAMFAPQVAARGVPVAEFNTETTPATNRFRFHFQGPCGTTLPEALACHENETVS
PAX8 reporter: inhibitors of PAX8-driven TPO luciferase reporter, primary screen, RMG-I cells, single concentration; SteadyGlo, 24 h; 1.2% of 360,000 active; inhibition, % at 12.6 µM;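 active means mean replicate inhibition at least 60% with every replicate also reaching 60%; inconclusive means only one of the two criteria is met; inactive means mean below 60% and not all replicates reaching 60%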;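 further: luciferase light reporting Pax8 driven TPO promoter activity; plate controls were median of neutral control wells for no effect and mitoxantrone controls for full effect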
* marks the source's active call; other numbers are inactive results; u = inconclusive; x = not tested or not shown.

SMILES	ARNT-TACC3 inh	LGR2 inh	CASP6 VEID inh	DENV2 CPE rescue	EWS-Fli block	SIRT5 block	PAX8 reporter
C[C@H](CO)N1C[C@H](C)[C@@H](CN(C)Cc2ccc3c(c2)OCO3)Oc2ccc(NS(=O)(=O)c3cccs3)cc2CC1=O	-2	-17	5	7	-1	7	21
Cc1[nH]c2ccccc2c1C(O)CN1CCC2(CC1)OCCO2 (centres undefined)	0	2	1	1	-3	0	38
COc1ccc(S(=O)(=O)Nc2ccc3c(c2)C(=O)N([C@H](C)CO)C[C@H](C)[C@H](CN(C)C(=O)CCC(F)(F)F)OCCCC[C@@H](C)O3)cc1	-8	-2	-2	-5	-2	-1	-19
COc1ccc2nc(/C(C#N)=C\c3ccc(Oc4ccc([N+](=O)[O-])cn4)cc3)[nH]c2c1	-7	8	x	x	x	x	2
C=CCc1cc(C)ccc1OCC(O)CN1CCN(c2ccccc2)CC1 (centres undefined)	12	5	2	-3	9	-11	x
C/C=C/c1ccc([C@@H]2[C@@H](CO)N(C(=O)COC)[C@@H]2CNC(=O)CC)cc1	-9	-14	0	5	-14	-3	1
CCS(=O)(=O)N1CCN(c2ncnc3sc(C)c(C)c23)CC1	-2	-1	6	-3	-6	-1	2
CCC(CC)C(=O)N1CC(=O)Nc2ccc(F)cc2C1c1ccc(F)cc1 (centres undefined)	-4	-5	1	u	7	-5	-13
CCOc1ccc(S(=O)(=O)/N=C(/Nc2ccc(S(N)(=O)=O)cc2)c2ccccc2)cc1	x	0	3	1	4	-1	4
CCCNC(=O)N(C)C[C@@H]1Oc2cc(-c3cncnc3)ccc2S(=O)(=O)N([C@@H](C)CO)C[C@H]1C	-4	-12	1	5	0	2	1
O=C(/C=C/c1cccs1)N1CCC2(CC1)Oc1ccc(F)cc1C(=O)C21CC(c2ccc(Cl)cc2)=NO1 (centres undefined)	-28	-8	x	-12	-10	x	-3
CCOc1ccc(C(=O)NCC(c2cccs2)N(C)C)cc1OCC (centres undefined)	11	-15	x	x	x	x	19
C[C@@H]1CN([C@H](C)CO)S(=O)(=O)c2ccc(-c3ccc(F)cc3)cc2O[C@H]1CN(C)C(=O)c1ccccc1F	6	10	-3	u	12	-2	x
Cc1ccc(C(C)n2cc(C(=O)NCc3ccccn3)nn2)cc1 (centres undefined)	1	-6	0	-1	-7	-2	13
CC(C)NC(=O)Nc1ccc2c(c1)CC(=O)N([C@H](C)CO)C[C@H](C)[C@@H](CN(C)S(=O)(=O)c1ccccc1)O2	12	-16	3	-1	x	1	-15
COC(=O)C1CN(C(=O)COc2ccc(Cl)cc2Cl)c2ccccc2O1 (centres undefined)	-1	-9	4	-7	17	1	6
CCN1[C@@H]2Cn3c(ccc(-c4ccncc4)c3=O)[C@H]1[C@@H](C(=O)Nc1ccccc1)[C@@H]2CO	-4	-8	1	-3	-1	4	x
CN1CCC(N2CCN(C3CN(Cc4cn(Cc5ccc(C(F)(F)F)cc5)nn4)S(=O)(=O)C3)CC2)CC1 (centres undefined)	x	-9	-71	-7	4	-2	-10
CN1CCN(C(=O)C(=O)c2cn(CC(=O)N3CCOCC3)c3ccccc23)CC1	x	-12	1	12	9	x	5
COc1ccc(NC(=O)Nc2ccc3c(c2)C(=O)N([C@@H](C)CO)C[C@@H](C)[C@@H](CN(C)Cc2ccc(-c4ccccc4)cc2)O3)cc1	25	-1	-1	8	4	17*	x

Sorted by length of the SMILES (low to high): part of the list above.
SMILES	ARNT-TACC3 inh	LGR2 inh	CASP6 VEID inh	DENV2 CPE rescue	EWS-Fli block	SIRT5 block	PAX8 reporter
CCOc1ccc(C(=O)NCC(c2cccs2)N(C)C)cc1OCC (centres undefined)	11	-15	x	x	x	x	19
CCC(CC)C(=O)N1CC(=O)Nc2ccc(F)cc2C1c1ccc(F)cc1 (centres undefined)	-4	-5	1	u	7	-5	-13
C/C=C/c1ccc([C@@H]2[C@@H](CO)N(C(=O)COC)[C@@H]2CNC(=O)CC)cc1	-9	-14	0	5	-14	-3	1
O=C(/C=C/c1cccs1)N1CCC2(CC1)Oc1ccc(F)cc1C(=O)C21CC(c2ccc(Cl)cc2)=NO1 (centres undefined)	-28	-8	x	-12	-10	x	-3
COc1ccc(NC(=O)Nc2ccc3c(c2)C(=O)N([C@@H](C)CO)C[C@@H](C)[C@@H](CN(C)Cc2ccc(-c4ccccc4)cc2)O3)cc1	25	-1	-1	8	4	17*	x

(listing goes on)
SMILES	ARNT-TACC3 inh	LGR2 inh	CASP6 VEID inh	DENV2 CPE rescue	EWS-Fli block	SIRT5 block	PAX8 reporter
O=C(N[C@@H]1CC[C@@H](CCNS(=O)(=O)c2cccc(Cl)c2)O[C@H]1CO)c1ccccc1	-6	-3	2	77*	1	1	-1
CCC(=O)Nc1ccc2c(c1)C(=O)N(C)C[C@H](OC)[C@@H](C)CN(C(C)=O)[C@@H](C)CO2	-9	-1	-2	54*	-5	-3	10
O=C(O)CN1C(=O)/C(=C\c2ccccc2OCc2ccccc2)SC1=S	x	-15	11	-7	-13	0	1
COc1ccc2nc(-c3ccc(CN4CCC5(CC4)CNc4ccccc45)cc3)c(-c3ccccc3)nc2c1	x	x	1	6	10	x	-19
COc1cccc(CN(C)C(=O)c2cc(COc3ccc(-n4cncn4)cc3)on2)c1	5	1	-4	u	9	1	25
CS(=O)(=O)N1CC2(C1)[C@@H](c1ccccc1)[C@@H](CO)N2Cc1ccccn1	x	-1	-7	-11	-5	-4	14
COC(=O)c1c(C)[nH]c(C(=O)NCc2ccco2)c1C	-2	-18	-4	2	-10	-3	-2
CC1=CSC2=NC(=O)/C(=C/c3cccc(OC(=O)c4ccco4)c3)C(=N)N12	6	-7	x	x	x	x	-23
COCCNC(=O)C(c1ccc(O)cc1)N(Cc1ccccc1)C(=O)CCC(=O)Nc1ccccn1 (centres undefined)	4	-1	-4	10	-7	-6	-4
Cc1ccc(S(=O)(=O)N2CCC(C(=O)Nc3ccccc3N3CCCCC3)CC2)cc1C	-17	12	-2	-8	17	-1	x
CCOc1ccc(CN2CCN(Cc3cccc4c3OCO4)CC2CCO)cc1 (centres undefined)	-4	27	0	14	9	-2	4
CC(=O)C1=C(C)NC(SCC(=O)c2ccc(Cl)c(Cl)c2)=C(C#N)C1c1ccco1 (centres undefined)	-12	12	3	11	7	0	x
CCCNC(=O)N[C@H]1CC[C@H](CC(=O)NCCc2ccccc2)O[C@H]1CO	-3	17	1	3	0	8	-12
CCCC#Cc1ccc2c(c1)O[C@H](CN(C)C(=O)c1ccccn1)[C@@H](C)CN([C@H](C)CO)S2(=O)=O	-6	9	-3	-20	11	4	x
CCOc1ccc(S(=O)(=O)N(CC)CC(=O)NCc2ccccn2)cc1C	x	0	x	u	-7	4	11
CN(Cc1cc(Cl)cc(Cl)c1)CC(C(=O)c1ccccc1)c1ccccc1 (centres undefined)	-4	u	1	0	6	0	79*
C[C@H]1CN([C@@H](C)CO)S(=O)(=O)c2ccc(C#Cc3ccccc3)cc2O[C@@H]1CN(C)C(=O)Cc1ccccn1	-7	15	0	0	-6	2	x
CN(C)S(=O)(=O)c1ccc(C(=O)Nc2nnc(SCC(=O)N3CCOCC3)s2)cc1	x	-13	1	11	-13	-1	-29
CC(=O)c1ccc(N2CCN(C(C)C(=O)NC3CCCc4ccccc43)CC2)cc1 (centres undefined)	-2	6	x	x	x	x	11
Cc1cc(C(=O)N2CCCC(C(=O)c3ccc4ccccc4c3)C2)nn1C (centres undefined)	-8	-1	1	-6	10	-2	7
C[C@@H](NC(=O)Cn1ccc(NC(=O)OCc2ccccc2)nc1=O)c1cccc2ccccc12	1	-8	-3	x	3	x	11
Cc1occc1C(=O)NCc1ccccc1F	-1	4	2	x	-3	-1	x
COc1cc([N+](=O)[O-])ccc1NC(=O)COC(=O)c1ccc(NC(N)=O)cc1	-19	10	3	4	-2	-3	11
Cc1nc(NS(=O)(=O)c2ccc(Cl)s2)c2c3c(sc2n1)CCCC3	-3	4	8	-7	12	-2	-7
CCOC(=O)N1CCN(c2c(N3CCN(C(=O)OCC)CC3)c(=O)c2=O)CC1	1	0	-2	0	11	0	11
Cc1n[nH]c(C)c1Cc1c(F)cccc1Cl	-2	9	-4	0	1	0	-5
CCc1noc(C)c1C(=O)Nc1cc(S(=O)(=O)N(CC)CC)ccc1N1CCOCC1	1	-5	-3	-7	4	-2	-2
NC(=O)c1ccc(NC(=O)CN2CCN(S(=O)(=O)c3ccc4ccccc4c3)CC2)cc1	31	-2	2	2	3	-1	-11
CO[C@@H]1CN(C)C(=O)c2cc(NC(=O)Cc3ccccc3)ccc2OC[C@H](C)N(C(=O)c2ccccc2F)C[C@@H]1C	-5	15	-4	-13	2	-1	17
CCN(C(=O)C(C)N1C(=O)/C(=C/c2ccco2)SC1=S)C1CCS(=O)(=O)C1 (centres undefined)	16	13	50*	7	-7	5	36
CC(C)(C)C(=O)OCc1nc(-c2ccc3c(c2)OCCO3)cs1	-12	-74	-2	-1	-36	-5	-103
N#C/C(=N/O)c1nc(-c2ccc(F)cc2)cs1	-1	2	2	-2	-4	2	2
CSc1ccc(C2=CC(=O)C[C@H](c3ccc(F)cc3)C2)cc1	13	7	-5	-8	-8	4	-33
OC[C@@H]1[C@H](c2ccc(Br)cc2)[C@@H]2CNCCCCN12	3	-1	5	15	0	-1	-22
COc1cccc(CN2CCNC(=O)C2CC(=O)NCCc2nc(C)c(C)s2)c1OC (centres undefined)	x	1	-1	-2	-2	2	-7
Cc1ccc(OCC(=O)Nn2c(C)nc3ccccc3c2=O)c(C(C)C)c1	-10	-14	-1	x	2	-1	x
CCN(CC)C(=O)[C@H]1C[C@H](CC(=O)NCC23CC4CC(CC(C4)C2)C3)C(=O)N2CCc3c([nH]c4cc(-c5ccco5)ccc34)[C@]12C	-3	11	0	-5	-1	-7	36
CCCOc1ccc(CNC(=O)C2CCN(C(=O)N3CCOc4ccccc43)CC2)cc1	0	-4	-2	-6	0	-4	14
COc1ccc(NC(=O)N(C)C[C@H]2Oc3cc(C#CCC(C)C)ccc3S(=O)(=O)N([C@@H](C)CO)C[C@@H]2C)cc1	9	20	0	3	19	33*	54
CN1C[C@@H](O)COC[C@H]2O[C@@H](CC(=O)NC3CCCC3)CC[C@@H]21	-3	-2	-1	u	-3	1	7
COc1cc(C(=O)NC2CCCCC2)ccc1OC1CCN(C(C)=O)CC1	17	-2	2	-1	-9	-1	-5
COc1ccc(NC(=O)CN(C)C(=O)C2CCCO2)cc1 (centres undefined)	0	8	1	0	-5	1	5
CCC(Cc1ccccc1)NCc1c(C(=O)O)c(C)n(Cc2ccccc2)c1C (centres undefined)	-15	-96	4	3	10	-1	-2
CCOC(=O)/C(C#N)=C/Nc1cc(C(C)(C)C)sc1C(C)=O	-7	-2	-2	-1	10	-5	-3
O=C(/C=C/[C@H]1O[C@@H](n2cnc3c(NC(=O)c4ccccc4)ncnc32)[C@H](O)[C@@H]1O)NC1CCCCC1	x	-3	1	8	1	0	6
C[C@H](NC(=O)C[C@H]1C[C@H]2c3cc(NC(=O)Cc4ccncc4)ccc3O[C@H]2[C@H](CO)O1)c1ccccc1	0	3	0	-4	18	3	-7
O=C(CCC1CCCCC1)Nc1nnc(C(F)(F)F)s1	6	x	1	-6	-9	0	2
Cc1noc(C)c1S(=O)(=O)N(C)C[C@H]1Oc2c(NC(=O)c3cnccn3)cccc2C(=O)N([C@@H](C)CO)C[C@H]1C	-20	-10	0	1	0	1	x
CO[C@H]1CN(C)C(=O)c2ccc(NS(C)(=O)=O)cc2OC[C@H](C)N(Cc2ccccn2)C[C@@H]1C	x	-9	-2	15	5	3	x
CCC[C@@H]1C[C@@]1(CCC)[C@@H](NC(=O)c1ccccc1)c1ccc(C(=O)OC)cc1	-4	9	-1	0	-17	x	12
COc1ccc(C(=O)NC(C)c2nc3ccccc3[nH]2)cc1OC (centres undefined)	-5	7	0	3	x	-7	x
O=C(NNS(=O)(=O)c1ccc(F)cc1)c1sccc1-n1cccc1	x	-19	3	-3	6	2	7
